Screening data (PubChem)
TEAD-YAP inh: TEAD-YAP interaction inhibition | HEK-TIYL cells, TEAD-Gal4/YAP UAS-luciferase luminescence | inhibition, % at 9.12 µM | 1.4% of 640,000 active | AID 1259422; in the data active means inhibition above about 32%;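 further: 0% = median of test compound wells and 100% = reference inhibitor wells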
FBW7 activator: human FBW7 E3 ligase activation, primary screen. Q969H0. AlphaScreen FBW7–phospho-cyclin E peptide binding, activator screen. normalized activity (activation), % at 26.1 µM. 0.13% of 650,000 active. AID 1259310; in the data active means normalized activity above about 1.9%;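 further: purified mutant Fbw7 with reduced substrate affinity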
Target sequence (Q969H0 whole entry, looked up): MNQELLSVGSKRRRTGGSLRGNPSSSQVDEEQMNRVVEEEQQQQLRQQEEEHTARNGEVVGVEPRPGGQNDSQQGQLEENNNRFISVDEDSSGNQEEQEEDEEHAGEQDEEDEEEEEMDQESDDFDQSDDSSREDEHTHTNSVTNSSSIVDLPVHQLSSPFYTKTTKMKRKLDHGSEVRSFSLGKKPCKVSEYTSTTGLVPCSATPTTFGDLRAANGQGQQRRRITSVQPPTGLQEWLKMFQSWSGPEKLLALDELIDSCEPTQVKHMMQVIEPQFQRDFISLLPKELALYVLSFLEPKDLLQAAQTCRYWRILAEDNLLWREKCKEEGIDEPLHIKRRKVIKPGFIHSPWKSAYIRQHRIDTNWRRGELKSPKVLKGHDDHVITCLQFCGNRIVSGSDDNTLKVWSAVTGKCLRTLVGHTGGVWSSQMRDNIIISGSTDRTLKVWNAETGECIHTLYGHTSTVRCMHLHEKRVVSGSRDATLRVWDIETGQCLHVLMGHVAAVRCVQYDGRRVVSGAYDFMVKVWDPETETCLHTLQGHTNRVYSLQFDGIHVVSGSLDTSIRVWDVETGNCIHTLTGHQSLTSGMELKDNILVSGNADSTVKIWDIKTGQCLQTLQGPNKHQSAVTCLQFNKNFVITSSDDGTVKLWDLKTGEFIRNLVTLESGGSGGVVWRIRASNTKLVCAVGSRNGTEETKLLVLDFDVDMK
MITF inh: inhibitors of human MITF; 0.91% of 650,000 active; O75030; AlphaScreen MITF homodimerization, bead proximity signal; inhibition, % at 2.6 µM; in the data active means inhibition above about 50%;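 further: 0% = vehicle wells with protein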
GPR151 ag: activators of human GPR151; activation, % at 11.2 µM; Q8TDV0; 1% of 650,000 active; PathHunter beta-arrestin GPR151 cells, luminescence; in the data active means activation above about 4.9%;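 further: 0% = median of compound wells and 100% = cells with positive control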
The depositor's hits bear a star. Hits appear at their usual frequency (roughly 3.5% active in at least one column).

SMILES	TEAD-YAP inh	FBW7 activator	MITF inh	GPR151 ag
COc1ccc(NC(=O)c2ccc(CNc3c(N4CCCCC4)c(=O)c3=O)cc2)cc1OC	0	0.3	8	0.2
COc1ccc(-c2c(C(F)(F)F)oc3cc(OC(=O)c4ccc(C)cc4)ccc3c2=O)cc1OC	-2	0.1	3	0.3
O=S(=O)(c1ccc2ccccc2c1)N1CCN(Cc2ccc(F)cc2)CC1	11	-0.2	54*	0.4
CC(=O)c1c(N)[nH]ccc1=O	5	0.0	4	0.7
Cc1ccc2nc(C(F)(F)F)c(C(=O)NC3CCCCC3)n2c1	2	0.1	7	1.2
O=C(COc1ccc(Cl)cc1[N+](=O)[O-])N1CCCC1	-2	0.0	4	-0.3
CCN(CC)N=Nc1ccc(C(=O)O)cc1	-23	0.1	-2	0.2
Cc1cccc(OCCCC(=O)NC2CCCCC2)c1	-10	0.0	17	0.9
CN1CCN(S(=O)(=O)c2ccc(Br)c3nsnc23)CC1	6	0.0	-2	1.8
CC1=C(C(=O)OC2CCCCC2)C(c2cccnc2)n2nnnc2N1 (configuration not stated)	3	-0.1	-16	0.8
CCOC(=O)c1c(/N=C/C2=C(O)CC(C)(C)CC2=O)sc2c1CCCC2	-2	-0.1	3	-0.7
CCOC(=O)CCc1c(C)nc2c(c1C)c(=O)n(C)c(=O)n2C	11	0.7	-1	-0.9
O=c1c2sccc2nc(SCc2ccccc2)n1Cc1ccc2c(c1)OCO2	10	0.0	-4	-1.2
CSc1cccc(NC(=O)CN(c2ccc3c(c2)OCO3)S(C)(=O)=O)c1	-2	-0.1	-8	0.0
c1csc(C2=NN3C(C2)c2ccccc2OC3c2ccncc2)c1 (configuration not stated)	-32	-0.2	2	-0.2
COc1cccc2sc(NC(=O)c3ccc(N(C)C)cc3)nc12	-26	-0.2	8	0.5
COc1ccc(CCNC(=O)CCCn2c(SCc3ccccc3Cl)nc3ccccc3c2=O)cc1OC	5	0.9	7	-0.6
O=C(N[C@H]1C[C@H]2C(=O)N[C@@H](CC3CCCCC3)C(=O)N2C1)c1cccnc1	1	-0.2	-19	1.1
O=C1N[C@@H](Cc2ccc(O)cc2)C(=O)N2CCN(C(=O)Oc3ccc(Cl)cc3)C[C@H]12	1	0.1	19	-0.1
COc1cc(/C=N/NC(=O)c2nonc2N)cc(OC)c1OC(C)=O	0	0.0	-6	2.4
COc1ccc(S(=O)(=O)NC(CC(=O)N2CCCCCC2)c2ccco2)cc1 (configuration not stated)	3	0.9	3	0.9
Nc1nnc(SCC(=O)c2ccccc2F)s1	1	0.0	-2	-0.4
Cn1c(=NC(=O)c2ccc(S(=O)(=O)N3CCCCC3)cc2)sc2cc(Br)ccc21	4	-0.1	8	-0.8
CCCCNC(=O)Cc1ccc(NC(=O)C2=C(C)OCCS2)cc1	-7	0.0	0	0.7

The final three records of the part before open the next one:
SMILES	TEAD-YAP inh	FBW7 activator	MITF inh	GPR151 ag
Nc1nnc(SCC(=O)c2ccccc2F)s1	1	0.0	-2	-0.4
Cn1c(=NC(=O)c2ccc(S(=O)(=O)N3CCCCC3)cc2)sc2cc(Br)ccc21	4	-0.1	8	-0.8
CCCCNC(=O)Cc1ccc(NC(=O)C2=C(C)OCCS2)cc1	-7	0.0	0	0.7
CC1(C)CC(=O)C2=C(C1)OC1=C(C(=O)CC(C)(C)C1)C2c1ccccc1OCC(=O)O	3	0.0	12	1.8
COc1ccc(C2/C(=C(/O)c3ccccc3)C(=O)C(=O)N2CC2CCCO2)cc1OC (configuration not stated)	-6	0.0	4	-0.3
c1cc(CN2CCOc3ccc(CN4CCOCC4)cc3C2)c2c(c1)OCO2	-1	0.3	10	0.6
O=C(C[n+]1cccc2ccccc21)c1ccc(Br)cc1	-2	-0.1	-5	15*
O=C(Cn1sc2ccccc2c1=O)NCc1ccccc1	0	0.3	7	0.8
O=C(Cn1cnc2ccccc2c1=O)Nc1nccs1	-2	0.0	11	-0.7
COc1ccc(-c2cncc(-c3cc(NCc4cnc(C)cn4)nc(C)n3)c2)cc1	4	0.0	47	-0.2
Cc1ccc(CNCc2c(C(=O)O)c(C)n(Cc3cccc(Cl)c3)c2C)o1	-6	0.2	15	0.1
Fc1ccc(-c2nnc3sc(CN4CCCCCC4)cn23)cc1	-3	0.1	17	-0.7
COc1ccc([N+](=O)[O-])cc1-c1[nH]c(-c2cc(OC)c(O)c(OC)c2)nc1-c1ccccc1	3	-0.1	-5	2.3
Cc1ccc(C(=O)NCc2n[nH]c(=S)n2-c2cccc(Cl)c2)cc1	6	-0.3	-8	-0.6
CN(C)CCNc1nc2c(c(=O)[nH]c(=O)n2C)n1Cc1ccc(Cl)cc1	14	0.8	4	-0.5
Cc1cc2nc(C3CCCCN3C(=O)c3cnn4cccnc34)[nH]c2cc1C (configuration not stated)	-8	-0.1	0	2.0
Cc1nn(CC(=O)NNC(=O)COc2ccc(Cl)cc2Cl)c(C)c1Br	5	0.4	20	2.6
CCN(CC)c1ccc(NC(=O)COc2ccc(OC)cc2)c(C)c1	0	-0.2	-5	-0.5
CCC(Sc1nnc(-c2ccc(OC)c(OC)c2)c(-c2ccc(OC)c(OC)c2)n1)C(=O)Nc1cccc(Cl)c1 (configuration not stated)	-7	0.6	0	0.1
CCc1cc2c(SCC(=O)Nc3ccc(C(C)=O)cc3)ncnc2s1	-4	0.0	-4	4.0
COc1ccc(N2C(=O)CN(Cc3ccn[nH]3)CC2(C)C)cc1	2	0.1	6	-0.5
Cc1ccc(-c2cc(C(F)(F)F)n3nc(C(=O)Nc4ccc(Cl)cc4)cc3n2)cc1	5	-0.1	5	-0.1
CC(C)(C)CN1CCNC(=O)C1CC(=O)NCCc1cnn(-c2ccccc2)c1 (configuration not stated)	-9	-0.1	4	1.0
COCCn1nnnc1C(c1ccccc1F)N1CCN(c2cccc(C)c2C)CC1 (configuration not stated)	-8	0.1	-4	1.9
COc1ccc(-c2cc3c(SCC(=O)Nc4cc(F)ccc4C)nccn3n2)cc1	5	0.8	15	-2.9
COc1ccccc1CCC(=O)Nc1ccc2c(c1)CN(C(=O)Cc1ccn(C)c1)CC2	-3	0.3	4	-2.3
COc1ccc(-n2nnnc2SCc2ccccn2)cc1OC	6	0.4	8	-0.8
Cc1noc(C)c1COC(=O)CNC(=O)c1cccc(F)c1	1	-0.1	-5	-1.9
Cc1nc2sccn2c1C(=O)NCCc1ccccn1	-47	0.1	12	0.6
COc1ccccc1C1NC(=O)NC(C)=C1C(=O)c1ccc(Cl)cc1 (configuration not stated)	-1	0.0	-2	0.7
Cc1cccc(N=C/C(=C/Nc2cccc(C)c2)[N+](=O)[O-])c1	-6	-0.4	-2	-0.3
CNC(=S)NNc1nncc2ccccc12	-7	0.0	19	0.6
O=C(CC1C(=O)NCCN1C(=O)Nc1ccccc1)Nc1cccc(Cl)c1 (configuration not stated)	-15	0.1	0	0.0
O=C(CCCN1C(=O)/C(=C\c2cccs2)SC1=S)Nc1cc([N+](=O)[O-])ccc1O	-4	0.0	2	-0.9
Cc1ccc(NC2=C([N+](=O)[O-])C(=O)c3ccccc32)c(C)c1	4	0.1	12	-2.2
O=C(CSCC(=O)Nc1nc(-c2ccc3c(c2)OCCO3)cs1)Nc1nccs1	-25	-0.1	6	1.5
CCCCCCCc1ccc(C#N)c(=S)[nH]1	11	-0.1	-9	0.6
CC(=O)NCc1nnc2n1CCN(C/C(Cl)=C/c1ccccc1)CC2	6	-0.1	3	-0.1
COc1ccc(CCNc2cc(N3CCCC3CO)ncn2)cc1 (configuration not stated)	-49	0.8	4	14*
Cc1ccsc1/C=N/N=C(/c1ccccc1)C12CN3CN(CN(C3)C1)C2	6	0.1	-3	-0.7
Cc1cc(S(=O)(=O)N2CCCCC2)ccc1-n1cnnn1	-4	-0.1	5	1.0
CC1(C)Cc2cccc(C(=O)NCC3COc4ccccc4O3)c2O1 (configuration not stated)	-1	-0.1	2	2.4
Cc1ccc(-c2cc(-c3ccccc3)nc(NN)n2)cc1	-1	0.2	14	-0.9
CC(=O)Nc1ccc(Nc2ncnc3c2nc(-c2ccccc2)n3C(C)C)cc1	-22	-0.1	0	0.8
N#Cc1ccc(Br)cc1/C=C/C(=O)NCCO	-3	-0.3	12	1.2
COc1ccc2c3c(cccc13)C(=O)c1ccccc1-2	-2	0.1	0	3.5
CCCc1n[nH]c2c1C(=O)C(C(=O)OC)C(C)(C)C2 (configuration not stated)	7	-0.2	-10	0.6
Cc1cc(NCc2ccccc2Cl)n2cnnc2n1	25	0.1	3	0.4
O=C1c2oc3ccc(F)cc3c(=O)c2C(c2cccc(O)c2)N1Cc1ccc2c(c1)OCO2 (configuration not stated)	4	0.0	-18	-0.3
COc1ccc(/C=C2\SC(=N)N(c3ccc(C)c(C)c3)C2=O)cc1	5	0.1	-3	-0.6
O=C(C[n+]1cccc(CO)c1)Nc1nccs1	8	-0.1	-2	-0.1
Cc1ccc(F)c(CN[C@H]2C[C@H]3C(=O)N[C@@H](Cc4c[nH]c5ccccc45)C(=O)N3C2)c1	-3	0.2	0	0.2
Cc1cccc(NC(=O)C(=O)N/N=C/c2ccc3c(c2)OCO3)c1C	-1	0.0	-4	1.7
CCOC(=O)c1ccc(C2OC3(C(=O)c4ccccc4C3=O)C3C(=O)N(c4cccc(Cl)c4)C(=O)C23)cc1 (configuration not stated)	12	0.8	2	0.7
COCCCNC(=O)c1c[nH]c2ccc(S(=O)(=O)N(C)c3c(C)cccc3C)cc2c1=O	2	0.3	6	-2.4
CC(NC(=O)C(=O)NCc1ccc(Cl)cc1)C(c1cccs1)N1CCOCC1 (configuration not stated)	-6	0.0	11	0.1
C/C(=N\Nc1nnc2c(n1)[nH]c1ccccc12)c1ccc([N+](=O)[O-])cc1	-26	0.1	7	5.9*
COc1ccc(CN2CCN(CC3CC=CCC3)CC2)cc1 (configuration not stated)	2	-0.2	61*	-0.2
O=C(Cc1ccccc1)Nc1ccc(-c2nnc3n2CCCCC3)cc1	1	0.2	16	-0.9
COc1cccc(-c2cc(C(=O)Nc3cc(C)on3)no2)c1	-4	0.3	7	-1.1
Nc1ccc(C(=O)OCC(=O)N2N=C3/C(=C/c4ccco4)CCCC3C2c2ccco2)cc1 (configuration not stated)	1	-0.1	6	-1.2
COC(=O)c1c(S(=O)(=O)NC2CC2)sc2c1CCN(Cc1c(F)cccc1F)C2	10	-0.2	3	0.6
COc1ccccc1C1NC(=O)NC(C)=C1C(=O)OCCSC (configuration not stated)	-6	0.9	15	0.9

Reformatted: entries from further up.
Molecule,TEAD-YAP inh,FBW7 activator,MITF inh,GPR151 ag
COCCCNC(=O)c1c[nH]c2ccc(S(=O)(=O)N(C)c3c(C)cccc3C)cc2c1=O,2,0.3,6,-2.4
CC(NC(=O)C(=O)NCc1ccc(Cl)cc1)C(c1cccs1)N1CCOCC1 (configuration not stated),-6,0.0,11,0.1

The listing continues:
SMILES	TEAD-YAP inh	FBW7 activator	MITF inh	GPR151 ag
Cc1c(NC(=O)c2cc3ccccc3o2)cccc1-c1nc2ncccc2o1	-18	0.3	3	0.7
COc1ccccc1N1C(=O)C2C(C(C)=O)=NN(c3ccccc3)C2C1=O (configuration not stated)	-4	-0.3	-1	-0.9
CCn1c(CN2CCc3c(nc(C)[nH]c3=O)C2)nc2ccccc21	-4	-0.1	-9	-0.7
Fc1ccc(CNc2ccc3nnc(-c4ccc(F)cc4)n3n2)cc1	-1	1.0	7	-0.3
O=C1CS/C(=C\c2nc3ccccc3[nH]2)N1	3	-0.5	9	-2.4
COCCN1CCN(c2c3c(nc4cc(-c5cc(OC)cc(OC)c5)nn24)CCC3)CC1	-2	-0.1	-3	1.4
CC(=O)Nc1ccc2c(COC(=O)[C@H](C)N3C(=O)C4CCCCC4C3=O)cc(=O)oc2c1 (some centres not stated)	5	-0.2	2	-0.1
CSC1=NCCN1C(=O)c1ccc(S(=O)(=O)N2CCCCC2)cc1	4	0.1	6	3.0
CC(C)n1nccc1NC(=O)CSCc1ccccc1	2	-0.1	5	0.8
COc1ccc(-c2cc(C(=O)Nc3cc(Oc4ccc(F)cc4)cc([N+](=O)[O-])c3)c3ccccc3n2)cc1	-4	0.0	2	-0.7
COc1ccc(C2Oc3ccc(Cl)cc3C3=C2C(c2ccc(C)cc2)n2ncnc2N3)cc1 (configuration not stated)	-6	-0.1	-14	-1.3
Cn1c(=O)c(C#N)cc2c(=O)n3ccccc3nc21	4	-0.1	0	-0.9
O=c1[nH]c2c(n(C3CCCCC3)c1=O)CCC2	-5	-0.1	-11	-0.6
CC(C)N1CC23C=CC(O2)C(C(=O)NC2(c4cccc(F)c4)CCCC2)C3C1=O (configuration not stated)	3	-0.1	1	0.9
CC(C)(C)SCCNS(=O)(=O)c1ccc2ccccc2c1	7	0.2	7	1.5
COc1ccc(NCC(=O)N/N=C/c2ccccc2OC)cc1	4	-0.1	12	-0.3
CC(=O)NS(=O)(=O)c1ccc(NC(=O)Nc2ccc(Cl)c(Cl)c2)cc1	2	0.2	7	-0.9

Profiles, looked up by structure.
Results for CC(C)(C)SCCNS(=O)(=O)c1ccc2ccccc2c1 = TEAD-YAP inh: 7; FBW7 activator: 0.2; MITF inh: 7; GPR151 ag: 1.5
Results for O=c1[nH]c2c(n(C3CCCCC3)c1=O)CCC2 = TEAD-YAP inh: -5; FBW7 activator: -0.1; MITF inh: -11; GPR151 ag: -0.6
Results for CC(C)N1CC23C=CC(O2)C(C(=O)NC2(c4cccc(F)c4)CCCC2)C3C1=O (configuration not stated) = TEAD-YAP inh: 3; FBW7 activator: -0.1; MITF inh: 1; GPR151 ag: 0.9
